EZH2 inh: EZH2/PRC2 methyltransferase inhibitors, primary screen, biochemical, DELFIA time-resolved fluorescence, single point; Histone-lysine N-methyltransferase EZH2 (Homo sapiens), Q15910; inhibition, % at 12.5 µM; hit rate 0.35% among 57,000; PRC2 H3K27 methylation, DELFIA TRF, 1 h; AID 651548, 2012;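 active means mean inhibition of replicates at least 50% and every single replicate also reaching 50%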;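 further: dimethyl H3K27 on biotinylated H3 21-44 peptide detected by antibody; plate controls were median neutral control wells for no effect and median positive control wells for full effect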
IDH1 mut inh: inhibitors of IDH1 R132H reductase, primary screen, biochemical, plate reader, single point. Isocitrate dehydrogenase [NADP] cytoplasmic (Homo sapiens), O75874. diaphorase/resazurin fluorescence, 60 min. inhibition, % at 10 µM. hit rate 0.18% among 70,000. AID 624101, 2012; in the data active means inhibition above about 34%;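 further: 0% = DMSO and 100% = no enzyme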
Target sequence (O75874 whole entry R132H): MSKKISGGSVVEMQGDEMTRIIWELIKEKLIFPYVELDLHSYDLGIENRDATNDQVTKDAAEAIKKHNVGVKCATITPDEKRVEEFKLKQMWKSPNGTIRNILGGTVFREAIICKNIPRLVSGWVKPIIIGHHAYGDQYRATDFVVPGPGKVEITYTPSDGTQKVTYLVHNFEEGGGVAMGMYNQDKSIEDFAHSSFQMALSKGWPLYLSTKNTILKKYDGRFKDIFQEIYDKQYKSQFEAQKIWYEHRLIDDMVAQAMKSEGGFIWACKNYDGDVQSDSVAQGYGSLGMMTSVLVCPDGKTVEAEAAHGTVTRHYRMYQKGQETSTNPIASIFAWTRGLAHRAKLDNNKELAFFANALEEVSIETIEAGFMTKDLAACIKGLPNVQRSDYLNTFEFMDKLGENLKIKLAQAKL
* marks the source's active call; other numbers are inactive results; . = no result given.

SMILES	EZH2 inh	IDH1 mut inh
CCCNC(=O)N[C@H]1CC[C@@H](CCn2cc(-c3cccc(F)c3)nn2)O[C@H]1CO	-5	-0.5
COc1ccc(NC(=O)N(C)C[C@@H]2Oc3ccc(NC(=O)Cc4cn(C)c5ccccc45)cc3CC(=O)N([C@@H](C)CO)C[C@@H]2C)cc1	.	-30
C[C@H](O)C#Cc1ccc2c(c1)O[C@@H](CN(C)Cc1ccccn1)[C@H](C)CN([C@H](C)CO)S2(=O)=O	-11	.
CC(=O)Nc1ccccc1NC(=O)COc1ccc([N+](=O)[O-])cc1	-6	0.4
CC(C)C#Cc1ccc2c(c1)O[C@@H](CN(C)Cc1cncnc1)[C@H](C)CN([C@H](C)CO)S2(=O)=O	30	.
O=C(NCc1cccnc1)c1cccnc1-c1nc2ccccc2s1	3	0.6
CCn1c2ccccc2n2c(SCCOc3ccc(C)cc3)nnc12	23	-0.3
Cc1ccc(-c2cnc3c(c2)C(=O)N([C@@H](C)CO)C[C@H](C)[C@@H](CN(C)CC2CCOCC2)O3)cc1	3	1.9
C[C@H]1CN([C@@H](C)CO)C(=O)Cc2cc(NC(=O)Cc3ccccc3)ccc2O[C@H]1CN(C)Cc1ccc(C(F)(F)F)cc1	-5	-0.2
COc1ccc(NC(=O)N[C@@H]2C=C[C@@H](CC(=O)NC3CCCCC3)O[C@H]2CO)cc1	8	0.2
Cc1noc(C)c1S(=O)(=O)N(C)C[C@@H]1OCCCC[C@@H](C)Oc2ccc(NC(=O)c3ccccc3)cc2C(=O)N([C@@H](C)CO)C[C@H]1C	.	1.8
C[C@@H]1CN([C@@H](C)CO)C(=O)c2ccccc2-c2ccccc2CO[C@H]1CN(C)Cc1cccc(C(=O)O)c1	14	.
C[C@@H]1CCCCO[C@@H](CN(C)S(=O)(=O)c2cccs2)[C@H](C)CN([C@H](C)CO)C(=O)c2cc(NC(=O)CCCN(C)C)ccc2O1	.	1.0
CC(Sc1nc(=O)cc(N)n1-c1ccccc1)C(=O)Nc1ccc(Cl)cc1 (stereo not given)	5	1.2
CCOc1ccccc1NC(=O)CN1C(=O)c2cccc3cccc1c23	6	-0.2
CO[C@@H]1CN(C)C(=O)c2ccc(NS(=O)(=O)c3ccc(C)cc3)cc2OC[C@@H](C)N(Cc2nccs2)C[C@H]1C	7	-0.5
CC(C)NC(=O)Nc1ccc2c(c1)C(=O)N([C@@H](C)CO)C[C@@H](C)[C@H](CN(C)Cc1ccc(C(F)(F)F)cc1)OCCCC[C@@H](C)O2	.	0.5
CC(C)NC(=O)N(C)C[C@H]1Oc2ccc(NC(=O)NC3CCCCC3)cc2CC(=O)N([C@H](C)CO)C[C@H]1C	.	-0.3
C[C@H]1CN([C@@H](C)CO)C(=O)c2cc(Br)cnc2O[C@@H]1CN(C)S(=O)(=O)c1cn(C)cn1	-38	.
C[C@@H]1CCCCO[C@@H](CN(C)Cc2ccc(C(=O)O)cc2)[C@@H](C)CN([C@@H](C)CO)C(=O)c2cc(NC(=O)Nc3ccc(C(F)(F)F)cc3)ccc2O1	.	-7.2
COC(=O)C[C@H]1CC[C@H](NS(=O)(=O)c2ccccc2F)[C@@H](CO)O1	5	0.2
COc1cccc(N(CC(=O)Nc2cccc(Cl)c2)S(C)(=O)=O)c1	-12	0.4
CNC[C@H]1Oc2cc(C#Cc3ccc(OC)cc3)ccc2S(=O)(=O)N([C@H](C)CO)C[C@@H]1C	.	-3.3
C[C@@H]1CN([C@@H](C)CO)C(=O)c2cc(NS(=O)(=O)c3ccc(F)cc3)ccc2O[C@@H](C)CCCCO[C@@H]1CN(C)Cc1ccc(C(F)(F)F)cc1	.	0.3
O=C(C[C@@H]1C[C@H]2c3cc(NC(=O)c4ccc5c(c4)OCO5)ccc3O[C@H]2[C@H](CO)O1)NCC(F)(F)F	-4	-4.0
COCC(=O)N(C)C[C@@H]1Oc2cc(C#CCC(C)C)ccc2S(=O)(=O)N([C@H](C)CO)C[C@@H]1C	.	-0.3
NC(=O)CSc1nnc(-c2ccccc2F)n1-c1ccccc1	-5	-0.2
C[C@@H]1CN([C@@H](C)CO)C(=O)CCCn2nncc2CO[C@H]1CN(C)Cc1ccc(Cl)c(Cl)c1	-6	-0.7
C[C@H](CO)N1C[C@H](C)[C@@H](CN(C)C(=O)Nc2ccc(F)cc2)Oc2c(NC(=O)NC3CCCCC3)cccc2C1=O	-7	-0.2
COCC(=O)N1C[C@@H](C)[C@@H](OC)CN(C)C(=O)c2cc(NC(=O)Nc3ccccc3)ccc2OC[C@@H]1C	6	0.1

Compound profiles, as listed above. Order of values: EZH2 inh | IDH1 mut inh
Record of COCC(=O)N1C[C@@H](C)[C@@H](OC)CN(C)C(=O)c2cc(NC(=O)Nc3ccccc3)ccc2OC[C@@H]1C : 6 | 0.1
Record of NC(=O)CSc1nnc(-c2ccccc2F)n1-c1ccccc1 : -5 | -0.2
Record of CC(C)NC(=O)Nc1ccc2c(c1)C(=O)N([C@@H](C)CO)C[C@@H](C)[C@H](CN(C)Cc1ccc(C(F)(F)F)cc1)OCCCC[C@@H](C)O2 : . | 0.5
Record of C[C@@H]1CCCCO[C@@H](CN(C)Cc2ccc(C(=O)O)cc2)[C@@H](C)CN([C@@H](C)CO)C(=O)c2cc(NC(=O)Nc3ccc(C(F)(F)F)cc3)ccc2O1 : . | -7.2
Record of C[C@@H]1CN([C@@H](C)CO)C(=O)c2cc(NS(=O)(=O)c3ccc(F)cc3)ccc2O[C@@H](C)CCCCO[C@@H]1CN(C)Cc1ccc(C(F)(F)F)cc1 : . | 0.3

(next part)
SMILES	EZH2 inh	IDH1 mut inh
C[C@@H]1CN([C@H](C)CO)C(=O)c2cccc(NC(=O)Nc3ccc(F)cc3)c2O[C@H]1CN(C)C(=O)Nc1ccc2c(c1)OCO2	.	0.9
CCOC(=O)c1c(NC(=O)CSc2nc(C)cc(C(F)(F)F)c2C#N)sc2c1CCCC2	7	0.1
CC(=O)c1ccc(NC(=O)Cn2cnc3c(sc4nc5c(cc43)COC(C)(C)C5)c2=O)cc1	4	0.2
C[C@@H]1CN([C@@H](C)CO)C(=O)Cc2cc(NC(=O)CCN3CCOCC3)ccc2O[C@H]1CN(C)Cc1ccncc1	6	19
C[C@H](CO)N1C[C@H](C)[C@H](CN(C)Cc2ccc3c(c2)OCO3)Oc2c(NC(=O)c3cnccn3)cccc2C1=O	4	.
C[C@@H]1CCCCO[C@H](CN(C)C)[C@@H](C)CN([C@H](C)CO)C(=O)c2cc(NC(=O)Nc3ccc4c(c3)OCO4)ccc2O1	-4	0.7
COc1cc(SC)ccc1C(=O)N1CCC(Cc2ccccc2)CC1	23	-0.3
COc1ccccc1S(=O)(=O)N(C)C[C@H]1OCc2ccccc2-c2ccccc2C(=O)N([C@H](C)CO)C[C@H]1C	3	.
COc1cc(/C=C/CO[C@@H]2O[C@H](CO)[C@@H](O)[C@H](O)[C@H]2O)ccc1O	.	0.1
C[C@H](CO)N1C[C@H](C)[C@H](CN(C)Cc2ccccc2)Oc2c(NC(=O)C3CC3)cccc2C1=O	.	0.4
COc1ccc(CN(C)C[C@@H]2Oc3ccc(NS(C)(=O)=O)cc3C(=O)N([C@H](C)CO)C[C@@H]2C)cc1	.	1.5
C[C@@H]1CN([C@@H](C)CO)C(=O)c2cc(NC(=O)c3ccncc3)ccc2O[C@@H](C)CCCCO[C@H]1CN(C)CC1CCCCC1	.	1.5
CCCN1C[C@H](C)[C@H](OC)CN(C)C(=O)c2cc(NC(=O)c3cccc(F)c3)ccc2OC[C@H]1C	-17	0.0
CCCN1C[C@H](C)[C@@H](OC)CN(C)C(=O)c2cc(NC(=O)c3ccc(F)cc3)ccc2OC[C@H]1C	0	0.1
O=C(CN1CCOCC1)N[C@@H]1CC[C@H](CCNC(=O)C2CCC2)O[C@H]1CO	18	0.4
C[C@H](CO)N1C[C@H](C)[C@H](CN(C)C(=O)Cc2ccccn2)Oc2cc(C#C[C@@H](C)O)ccc2S1(=O)=O	-1	0.6
CO[C@@H]1CN(C)C(=O)c2cc(NC(=O)Cc3ccccc3)ccc2OC[C@@H](C)N(C)C[C@@H]1C	6	-0.1
CCOC(=O)C1CCN(C(=O)Nc2ccc3snnc3c2)CC1	2	2.3
COCC#Cc1cnc2c(c1)C(=O)N([C@H](C)CO)C[C@@H](C)[C@H](CN(C)Cc1ccccc1)O2	-21	-1.5
COC(=O)CSc1nc(-c2cccc(C)c2)nc2c1CCCC2	36	-0.4
C[C@H]1CN([C@@H](C)CO)C(=O)c2cc(C#Cc3ccccc3)cnc2O[C@@H]1CN(C)C(=O)c1ccccn1	.	0.0
Cc1[nH]c2ccccc2c1C(=O)CSc1ccc2ccccc2n1	28	0.2
C[C@@H]1CCCCO[C@@H](CN(C)C(=O)c2ccccc2)[C@@H](C)CN([C@H](C)CO)C(=O)c2cc(NC(=O)Nc3ccc(C(F)(F)F)cc3)ccc2O1	.	-1.3
O=S(=O)(N[C@@H]1CC[C@H](CCn2cc(Cc3ccccc3)nn2)O[C@H]1CO)c1ccccc1F	16	-0.3
COc1cccc(-c2cnc3c(c2)C(=O)N([C@H](C)CO)C[C@@H](C)[C@@H](CN(C)Cc2ccncc2)O3)c1	-1	-4.9
O=C(C[C@H]1CC[C@H](NC(=O)C2CCC2)[C@H](CO)O1)NCc1ccncc1	-3	0.4
O=C(Nc1ccccc1)OCC(CN1CCCCC1)OC(=O)Nc1ccccc1 (stereo not given)	.	0.1
Cc1noc(C)c1NC(=O)Nc1cccc2c1O[C@@H](CN(C)S(=O)(=O)c1ccc(Cl)cc1)[C@H](C)CN([C@H](C)CO)C2=O	.	1.8
COc1ccccc1-c1nnc(SCC(=O)Nc2ccc(Cl)cc2Cl)n1-c1ccccc1	36	-0.5
C[C@H](NC(=O)C[C@@H]1C=C[C@H](NC(=O)Nc2ccc3c(c2)OCO3)[C@@H](CO)O1)c1ccccc1	4	0.0
C[C@@H]1CN([C@@H](C)CO)S(=O)(=O)c2ccc(-c3ccc(C#N)cc3)cc2O[C@H]1CN(C)C	3	1.1
C[C@H](CO)N1C[C@H](C)[C@H](CN(C)Cc2ccc(Oc3ccccc3)cc2)Oc2c(NC(=O)C3CC3)cccc2C1=O	.	1.2
C[C@@H]1CCCCO[C@H](CN(C)Cc2ccncc2)[C@H](C)CN([C@H](C)CO)C(=O)c2cc(NC(=O)CCC(F)(F)F)ccc2O1	8	8.1
O=C(Nc1ccc(Cl)cc1)N[C@@H]1CC[C@@H](CCNC(=O)c2ccccc2F)O[C@@H]1CO	-5	0.4
Cc1noc(C)c1S(=O)(=O)Nc1ccc2c(c1)C(=O)N([C@@H](C)CO)C[C@@H](C)[C@@H](CN(C)S(C)(=O)=O)OCCCC[C@@H](C)O2	.	3.7
CC(C)CC#Cc1ccc2c(c1)O[C@@H](CN(C)C)[C@H](C)CN([C@H](C)CO)S2(=O)=O	-3	-0.1
O=C(C[C@H]1C[C@H]2c3cc(NC(=O)Nc4ccc(C(F)(F)F)cc4)ccc3O[C@H]2[C@H](CO)O1)NCc1ccc(Cl)cc1	-3	0.0
COc1ccccc1NC(=O)Nc1ccc2c(c1)C(=O)N(C)C[C@@H](OC)[C@H](C)CN[C@@H](C)CO2	7	0.2
CCS(=O)(=O)NCC[C@H]1CC[C@H](NC(=O)C2CCOCC2)[C@H](CO)O1	10	-0.5
COc1ccc(S(=O)(=O)Nc2cccc3c2O[C@@H](CN(C)Cc2ccc(C(F)(F)F)cc2)[C@H](C)CN([C@H](C)CO)C3=O)cc1	.	-2.0
C[C@H]1CN([C@@H](C)CO)C(=O)c2cc(C#CCc3ccccc3)cnc2O[C@@H]1CN(C)CC1CCCC1	.	-0.5
CN(C)CC(=O)N[C@H]1CC[C@H](CC(=O)NCc2ccccc2F)O[C@@H]1CO	-8	0.3
COc1ccccc1S(=O)(=O)N[C@H]1CC[C@@H](CC(=O)N2CCN(C)CC2)O[C@H]1CO	2	0.0
COc1ccccc1CNC(=O)C[C@@H]1C[C@H]2c3cc(NC(=O)c4cccnc4)ccc3O[C@H]2[C@@H](CO)O1	1	-0.5
CCCC#Cc1cnc2c(c1)C(=O)N([C@H](C)CO)C[C@H](C)[C@@H](CN(C)Cc1cccnc1)O2	3	100*
COc1ccc(NC(=O)CSc2ncnc3sc(-c4ccccc4)cc23)c([N+](=O)[O-])c1	-14	0.6
COc1ccc(-c2cnc3c(c2)C(=O)N([C@@H](C)CO)C[C@@H](C)[C@@H](CN(C)Cc2cccnc2)O3)cc1	-14	1.9
O=C(NCC[C@@H]1CC[C@H](NC(=O)Nc2cc(F)ccc2F)[C@@H](CO)O1)Nc1ccc(F)cc1	-7	0.0
COc1ccc(NC(=O)Nc2ccc3c(c2)C(=O)N([C@H](C)CO)C[C@H](C)[C@@H](CN(C)C(=O)CCC(F)(F)F)OCCCC[C@H](C)O3)cc1	.	-2.8
Cc1cc(C(=O)Nc2cccc3c2O[C@H](CN(C)Cc2ccc(C(=O)O)cc2)[C@@H](C)CN([C@@H](C)CO)C3=O)n(C)n1	.	1.4
CCS(=O)(=O)N[C@H]1C=C[C@@H](CC(=O)Nc2ccc(-c3ccccc3)cc2)O[C@H]1CO	7	0.3
COc1ccc(CN(C)C[C@H]2OCCCC[C@H](C)Oc3ccc(NC(=O)Cc4ccccc4)cc3C(=O)N([C@H](C)CO)C[C@H]2C)cc1	.	-1.0

Screening data: PubChem, Broad Institute

An excerpt; the hit share may differ from the screen's.
